Source: PubChem (National Center for Advancing Translational Sciences (NCATS))
VP16 counter – inhibits Gal4-VP16 luciferase reporter, ROR gamma counter-screen; Drosophila S2 Gal4-VP16 UAS-luciferase, luminescence, 20 h; Potency, µM (doses to about 53.6 µM), inactives show top-dose activity, negative = inhibition, usual class: inhibitors; 310,000 compounds, 3.5% hits;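 also: Gal4-VP16 expression switched on by copper sulfate through the metallothionein promoter; potency is read from the fitted curve at half-maximal effect; % is scaled to controls: 0 for no effect and ±100 for the full control effect; nearly all actives have a fitted effect of over 50% in size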
FLuc modulator – inhibits or activates purified firefly luciferase, miR-21 counter-screen; purified FLuc, Km substrates, luminescence inhibition; Potency, µM (series often up to 57.5 µM), for inactives: at the top dose activity change, negative = inhibition, hits mostly inhibitors; 360,000 compounds, 6.9% hits; AID 588342;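 also: potency is read from the fitted curve at half-maximal effect; plate controls were vehicle for no effect and reference inhibitor for full effect; nearly all actives have a fitted effect of over 55% in size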
Target sequence (P08659 whole entry, looked up): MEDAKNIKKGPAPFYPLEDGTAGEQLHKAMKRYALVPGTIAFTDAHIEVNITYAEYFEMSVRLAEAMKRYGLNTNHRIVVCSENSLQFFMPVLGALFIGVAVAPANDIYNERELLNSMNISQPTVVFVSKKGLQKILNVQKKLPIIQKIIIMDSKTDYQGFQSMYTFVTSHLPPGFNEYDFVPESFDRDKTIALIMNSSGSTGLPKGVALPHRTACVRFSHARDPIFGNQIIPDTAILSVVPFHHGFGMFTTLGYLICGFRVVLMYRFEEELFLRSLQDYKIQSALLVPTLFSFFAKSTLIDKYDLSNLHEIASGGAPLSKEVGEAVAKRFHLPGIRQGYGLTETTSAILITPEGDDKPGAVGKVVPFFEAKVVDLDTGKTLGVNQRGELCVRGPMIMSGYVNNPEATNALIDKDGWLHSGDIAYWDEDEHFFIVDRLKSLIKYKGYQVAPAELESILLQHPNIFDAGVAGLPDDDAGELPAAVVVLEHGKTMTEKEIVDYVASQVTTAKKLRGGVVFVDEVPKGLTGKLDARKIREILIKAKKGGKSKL
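Biochemical qHTS of compounds, final roughly 60 µM downward over six points, against 10 nM purified firefly luciferase using Km concentrations of substrates (10 uM D-luciferin, 10 uM ATP) in Tris acetate pH 7.5 buffer; luminescence output.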
ELG1 DNA repair – ELG1-dependent DNA repair inhibition. HEK293T ELG1-luciferase reporter, luminescence, 16 h; DNA damage induced by 5-fluorouridine. Potency, µM (titrated, usually from 46.1 µM), for the others: top-dose activity change, negative = inhibition, most hits filed as inhibitors. 330,000 compounds, 2.3% hits. AID 504467; also: potency is read from the fitted curve at half-maximal effect; % is scaled to controls: 0 for no effect and ±100 for the full control effect; nearly all actives have a fitted effect of over 55% in size
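Overnight (16 hr) co-exposure of 2,000 cells/well to 5-fluorouridine and compound at 37 °C preceded detection. Luciferase was quantified via ONE-Glo luminescence; loss of signal denotes inhibition.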
RORgamma inh – inhibitors of mouse ROR gamma transcriptional activity; P51450; Drosophila S2 Gal4-RORgamma UAS-luciferase reporter, 20 h; Potency, µM (doses to about 53.6 µM), inactives show at the highest dose activity change, negative = inhibition, most hits filed as inhibitors; 310,000 compounds, 5.4% hits; AID 2551; also: potency is read from the fitted curve at half-maximal effect; % is scaled to controls: 0 for no effect and ±100 for the full control effect; nearly all actives have a fitted effect of over 60% in size
Target sequence (P51450 whole entry, looked up, the tested form may be a part): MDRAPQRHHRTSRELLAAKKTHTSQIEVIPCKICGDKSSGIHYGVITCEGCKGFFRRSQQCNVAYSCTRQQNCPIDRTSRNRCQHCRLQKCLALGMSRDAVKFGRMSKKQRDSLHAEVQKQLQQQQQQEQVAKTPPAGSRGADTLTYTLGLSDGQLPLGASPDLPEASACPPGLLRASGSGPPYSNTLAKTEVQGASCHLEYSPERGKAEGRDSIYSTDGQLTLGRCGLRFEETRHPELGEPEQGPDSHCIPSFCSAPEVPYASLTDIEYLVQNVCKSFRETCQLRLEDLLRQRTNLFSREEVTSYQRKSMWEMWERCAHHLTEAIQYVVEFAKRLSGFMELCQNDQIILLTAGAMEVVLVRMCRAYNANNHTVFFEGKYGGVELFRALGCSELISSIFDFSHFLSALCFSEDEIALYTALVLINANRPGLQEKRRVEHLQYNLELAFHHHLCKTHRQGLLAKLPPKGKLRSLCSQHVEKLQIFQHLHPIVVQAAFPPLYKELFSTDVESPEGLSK
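Luminescence from a UAS-regulated Photinus luciferase reporter in stably transfected Drosophila Schneider cells is measured; decreased signal marks ROR gamma inhibition. Fusion expression is induced by 700 uM copper sulfate for 20 hr.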
Menin-MLL TR inh – inhibitors of human menin-MLL interaction, mutant MLL peptide; Menin + Texas Red MLL mutant peptide, fluorescence polarization; O00255; Potency, µM (doses to about 61.6 µM), inactives show at the highest dose FP activity change, negative = inhibition, hits mostly inhibitors; AID 1768; 270,000 compounds, 0.23% hits; active = well fitted inhibition curve with a large enough effect in the polarisation, with a control signal flat, not every such curve was filed as active; inconclusive = small, poorly fitted or top-dose-only effect, or effect the other way, or a change in a side signal; inactive = no such curve, though single readings can be large or run the other way; the % refers to the polarisation; also: potency is read from the fitted curve at half-maximal effect; % of control where 0% means no effect; many of its hits are not listed in these tables
KCNH2 3.1 inh – inhibitors of human KCNH2 3.1 potassium channel isoform. 340,000 compounds, 0.95% hits. U2OS KCNH2 3.1, thallium flux FluxOr; hits give low values. activity change, % (tested at about 1.8 µM);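 active = maximum activity change below -70%; inconclusive = maximum activity change from -70% to -50%; inactive = maximum activity change above -50%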;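 also: thallium influx rate constant from kinetic fluorescence after stimulation buffer; % is scaled to controls: 0 for no effect and ±100 for the full control effect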
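Thallium flux via FluxOr fluorescence (Red40 quencher, 45 min loading) in U2OS cells virally expressing the KCNH2 3.1 isoform (1.77 x 10^8 /mL virus, overnight at 37 C). Rate constants from 2-min kinetic reads post-stimulation, normalised to positive and negative controls.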
MBNL1 CUG block – blocks human MBNL1 binding to CUG repeat RNA. Q9NR56. TR-FRET MBNL1-His/biotin-(CUG)12 binding, 665/545 ratio. 280,000 compounds, 0.036% hits. Potency, µM (doses to about 57.5 µM), inactives show top-dose activity change, negative = inhibition, actives largely listed as inhibitors; active = well fitted inhibition curve with a large enough effect in the signal ratio, with a control signal flat, not every such curve was filed as active; inconclusive = small, poorly fitted or top-dose-only effect, or effect the other way, or a change in a side signal; inactive = no such curve, though single readings can be large or run the other way; the % refers to the signal ratio; also: potency is read from the fitted curve at half-maximal effect; % is scaled to controls: 0 for no effect and ±100 for the full control effect
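His-tagged MBNL1 binding to biotinylated (CUG)12 RNA was measured by TR-FRET using terbium anti-His antibody (0.055 ng/ul final) and streptavidin-XL665 (5 nM final). Compounds were titrated 92 nM to 58 uM; 60 min at room temperature.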
Rab9 promoter act – Rab9 promoter activation | Huh7 Rab9 promoter-luciferase reporter, luminescence, 24 h | Potency, µM (top dose mostly 9.22 µM), without a hit: at the top dose activation, negative = inhibition, most hits filed as activators | 320,000 compounds, 2.8% hits | AID 485297; also: potency is read from the fitted curve at half-maximal effect; % of control where 0% means no effect; nearly all actives have a fitted effect of over 60% in size
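Luminescence read-out: Huh7 cells stably expressing Rab9-luciferase, treated 24 h with compound at 37 °C, then lysed with luciferase reagent for 10 min at ambient before reading.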
Mito fusion yeast – mitochondrial division inhibition or fusion activation; 320,000 compounds, 0.23% hits; Potency, µM (doses to about 46.1 µM), for the others: at the highest dose growth rescue (activation), hits mostly activators; S. cerevisiae fusion-defective mutant growth rescue, CellTiterGlo 48 h;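 also: potency is read from the fitted curve at half-maximal effect; % of control where 0% means no effect; nearly all actives have a fitted effect of over 45% in size; temperature-sensitive fusion mutants such as fzo1-1 at 37 °C on non-fermentable ethanol glycerol medium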
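S. cerevisiae fusion-defective temperature-sensitive mutants (e.g. fzo1-1, mgm1-5) grown 48 h at 37C in YPEG (ethanol/glycerol non-fermentable) medium with 23 nl compound per well; growth rescue read as CellTiterGlo luminescence.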
PKM2 activator – increases activity of human pyruvate kinase M2; Potency, µM (series often up to 57.5 µM), without a hit: top-dose activation, usual class: activators; purified PKM2, Kinase-Glo ATP luminescence, activation; response scale: 0% is enzyme alone, no compound; AID 1631; 260,000 compounds, 0.34% hits; P14618; also: potency is read from the fitted curve at half-maximal effect; % is scaled to controls: 0 for no effect and ±100 for the full control effect; nearly all actives have a fitted effect of over 55% in size
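Purified hPK-M2 (>95%) run at intermediate activity with 0.1 mM ADP and 0.5 mM PEP in 50 mM imidazole pH 7.2, KCl, MgCl2; 1 h room temperature. ATP formed read by Kinase-Glo luminescence; normalized to uninhibited and no-enzyme controls.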
NPC1 prom act – activators of NPC1 promoter | Huh7 NPC1 promoter luciferase reporter, 24 h | Potency, µM (doses to about 9.22 µM), inactives show at the highest dose activation, most hits filed as activators | 320,000 compounds, 2.4% hits;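 also: potency is read from the fitted curve at half-maximal effect; % of control where 0% means no effect; nearly all actives have a fitted effect of over 60% in size; reporter is driven by a mutant NPC1 promoter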
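Luciferase expression driven by the NPC1 promoter was measured in stably transfected Huh7 cells after a 24 h compound incubation, using a luciferase reagent and a luminescence read.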
Starred values were filed as active, the others as inactive; ? = inconclusive; . = not tested or not shown; [ ] = dose if it differs, or a comment. Unless noted, calls follow the shape of the dose curve; as a rule, active = well fitted curve in the direction sought with a large enough effect; inconclusive = small, poorly fitted or top-dose-only effect, or another doubt; inactive = no such curve, though single readings can be large; an effect the other way counts as inactive or inconclusive. Not all compounds are listed; count on the stated rates, not on these rows.

SMILES	VP16 counter	FLuc modulator	ELG1 DNA repair	RORgamma inh	Menin-MLL TR inh	KCNH2 3.1 inh	MBNL1 CUG block	Rab9 promoter act	Mito fusion yeast	PKM2 activator	NPC1 prom act
COc1ccc(C)cc1S(=O)(=O)N1CCc2ccccc2C1	5%	-1%	-19%	8%	-2%	-17	-3%	2%	-26%	-1%	-1%
CCCCn1c(N)c(N(CCOC)C(=O)C2CCN(C(=O)c3ccc(Cl)cc3)CC2)c(=O)[nH]c1=O	.	3%	17%	.	.	-1	.	2%	-4%	.	5%
Cc1ccc(NC(=O)CSCC(=O)Nc2ccccc2C(=O)N2CCCCC2)cc1	.	4%	17%	.	.	19	.	4%	-6%	.	-7%
O=C(NC1CCN(S(=O)(=O)c2ccccc2)CC1)c1ccc(F)cc1	-2%	2%	12%	19%	-19%	0	-3%	-6%	-1%	3%	-6%
O=C(NCc1ccc2c(c1)OCO2)c1ccc(NS(=O)(=O)c2ccc3c(c2)OCCO3)cc1	-3%	8%	-17%	?	-5%	1	-8%	1%	-3%	4.5µM*	2%
Cc1noc(C(F)(F)F)c1C(=O)NNC(=O)c1cccc(C(F)(F)F)c1	2%	1%	-2%	0%	.	-3	6%	1%	3%	1%	5%
CCC(C)C(NC(=O)C1CCC(C)CC1)C(=O)Nc1ccc(OC)cc1OC (stereo not given)	7%[10 µM]	-3%	0%	0%	?	-15	1%	-3%	-5%	-1%	1%
C/C(CCc1ccc2c(c1)OCO2)=N\NC(=S)NC(C)C	4.5µM*	6%	1%	2.2µM*	-11%	5	.	0%	10%	0%	17%
CC(C)(Oc1ccc(Cl)cc1)C(=O)OCC(=O)Nc1ncc(Cl)cc1Cl	-3%	0%	-3%	12%	-15%	-8	-4%	0%	-4%	-2%	-2%
CCOc1nc(C)cc(C)c1S(=O)(=O)c1cccc(Cl)c1	15%	1%	0%	2%	?	2	-5%	1%	5%	.	1%
CSc1ccc(/C=N/NC(=O)c2cccs2)cc1	-2%	1.7µM*	?	-37%	.	8	0%	1.8µM*	3%	-12%	2.2µM*
Brc1cccc(-c2nnc(-c3ccccc3)o2)c1	-23%	3µM*	?	?	-1%	-22	2%	1.4µM*	2%	-9%	2µM*
Cc1nc(N2CCOCC2)c(C#N)c2c1COC(C)(C)C2	18%	1%	6%	12%	-15%	-9	-1%	1%	0%	-2%	-2%
O=C(Nc1ccc(Br)cc1)C1Cc2ccccc2O/C1=N\O (stereo not given)	-15%	?	?	2%	?	-6	-3%	2.8µM*	-9%	.	3.2µM*
C=CC(=O)NCc1ccc(-c2csnn2)cc1	-3%	3%	-4%	-1%	.	1	-3%	2%	-5%	2%	2%
COC(c1ccccc1)c1nnc(CCC(=O)NCCCc2ccccc2)o1 (stereo not given)	-17%	-10%	13%	18%	-13%	-5	3%	1%	-4%	-3%	-3%
CN1CCC(OC(=O)COc2ccc(Br)cc2)CC1	-8%	-7%	1%	0%	-2%	-1	-3%	-7%	0%	-2%	-8%
CC(=O)Nc1ccc(Oc2nc(C(F)(F)F)nc3ccccc23)cc1	-4%	3%	1%	11%	-7%	8	-4%	-14%	10%	.	-1%
Cc1c(NC(=O)CSCc2ccco2)c(=O)n(-c2ccccc2)n1C	5%	0%	8%	2%	-7%	-1	-5%	-2%	-2%	4%	2%
CCn1c(C)nc2cc(S(=O)(=O)N3CCCCC3)ccc21	?	-2%	18µM*	18%	-1%	-7	9%	4%	0%	4%	4%
CNC(=S)N(Cc1ccc(OC)cc1)C1CC(=O)N(c2ccc(C(=O)OC)cc2)C1=O (stereo not given)	2%	0%	?	?	?	.	10%	-6%	-5%	-6%	-2%
Cc1ccc(-c2cc(C(=O)NCc3cnn(C)c3)c3cc(Br)ccc3n2)cc1	?	1.1µM*	15%	-45%	13%	2	49%[activator]	24%	-2%	0%	4%
CCOc1ccc(NCC(=O)Nc2ccc(Cl)cc2C)cc1	-5%	-2%	-13%	23%	11%	-1	6%	-7%	-1%	-1%	1%
CCC1=NN(C(=O)COc2ccccc2C)C(O)(c2ccncc2)C1 (stereo not given)	?	0%	2%	4µM*	-21%	0	0%	1%	-4%	-18%	-1%
O=C(c1ccc([N+](=O)[O-])s1)N1CCN(c2ccccc2)CC1	-18%	-3%	?	25µM*	15%	-7	?	0%	-6%	-13%	4%
COc1cccc(CN(C)C(=O)c2cccc(S(=O)(=O)N3CCN(Cc4ccccc4)CC3)c2)c1OC	.	-1%	-1%	.	.	20	.	-18%	-2%	.	-8%
Cc1cc(C(=O)OCC(=O)Nc2ccccc2C)c(C)o1	.	-2%	?	.	.	1	.	-5%	-2%	.	-2%
CC(=O)Nc1nc2ccccc2n1Cc1ccc(C)cc1	2.5µM*	2%	?	1.3µM*	?	-5	8%	1%	-1%	0%	-1%
Cc1cc(C)c(NC(=O)CN(C2CCCCC2)C2CCCCC2)c(C)c1	-6%	-1%	5%	3%	.	-16	-7%	2%	22%	-8%	-1%
COC(=O)c1ccc(C)c(-n2c(C)cc(C=O)c2C)c1	-7%	4%	9%	3%	3%	-5	10%	1%	5%	16%	-1%
Cc1[nH]n(-c2ccccc2)c(=O)c1C(c1ccccc1C(=O)O)c1c(C)[nH]n(-c2ccccc2)c1=O	-1%	3%	2%	42%	-23%	-2	-10%	-5%	1%	-2%	-4%
CN1CCC(Oc2ccccc2Sc2ccccc2)CC1	3%	0%	-18%	20%	-1%	5	-8%	-3%	26%	8%	-1%
Cc1ccc(S(=O)(=O)N2CCCC2)cc1S(=O)(=O)N1CCCC1	-9%	3%	3%	4%	1%	-3	4%	-6%	1%	-6%	1%
CC(=O)NC1CC2CCCC(C1)N2CC(=O)N1CCCc2ccccc21 (stereo not given)	-12%	3%	15%	4%	?	-6	?	1%	-5%	-5%	0%
CCCN(CC(=O)Nc1ccccc1C)C(=O)C1CC(=O)N(c2ccc(CC)cc2)C1 (stereo not given)	.	0%	-5%	.	.	-3	.	-4%	-1%	.	-1%
CCOc1ccc2nc(SCC(=O)N(CC(C)C)c3c(N)n(Cc4ccccc4)c(=O)[nH]c3=O)[nH]c2c1	.	?	-21%	.	.	-28	.	0%	1%	.	-2%
COc1cc(NC(=O)CCCn2c(=S)[nH]c3ccccc3c2=O)cc(OC)c1OC	1%[10 µM]	-9%	-22%	?	-11%	0	-5%	-5%	-9%	11%	-4%
CCOc1ccccc1NC(=O)Cn1c(=O)c2ccccc2n(CC)c1=O	-2%	0%	-11%	-3%	18%	5	13%	7%	-1%	1%	-3%

Some of the entries so far, as labelled records:
Cc1ccc(S(=O)(=O)N2CCCC2)cc1S(=O)(=O)N1CCCC1
  VP16 counter: -9%; FLuc modulator: 3%; ELG1 DNA repair: 3%; RORgamma inh: 4%; Menin-MLL TR inh: 1%; KCNH2 3.1 inh: -3; MBNL1 CUG block: 4%; Rab9 promoter act: -6%; Mito fusion yeast: 1%; PKM2 activator: -6%; NPC1 prom act: 1%
CC(=O)NC1CC2CCCC(C1)N2CC(=O)N1CCCc2ccccc21 (stereo not given)
  VP16 counter: -12%; FLuc modulator: 3%; ELG1 DNA repair: 15%; RORgamma inh: 4%; Menin-MLL TR inh: ?; KCNH2 3.1 inh: -6; MBNL1 CUG block: ?; Rab9 promoter act: 1%; Mito fusion yeast: -5%; PKM2 activator: -5%; NPC1 prom act: 0%
CCCN(CC(=O)Nc1ccccc1C)C(=O)C1CC(=O)N(c2ccc(CC)cc2)C1 (stereo not given)
  VP16 counter: .; FLuc modulator: 0%; ELG1 DNA repair: -5%; RORgamma inh: .; Menin-MLL TR inh: .; KCNH2 3.1 inh: -3; MBNL1 CUG block: .; Rab9 promoter act: -4%; Mito fusion yeast: -1%; PKM2 activator: .; NPC1 prom act: -1%
